PREPL inhibitor: inhibitors of human prolyl oligopeptidase-like enzyme PREPL | Q4J6C6 | recombinant PREPL, fluorescence polarization activity-based probe | inhibition, % at 5.96 µM | actives 0.68% (n = 320,000); in the data active means inhibition above about 43%;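 further: 0% = enzyme with DMSO and 100% = wells lacking enzyme; many of its hits are not listed in these tables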
LYPLA2 inh: LYPLA2 (human) inhibition in PME1 counter-screen; O95372; recombinant LYPLA2, FP-Rh probe fluorescence polarization; inhibition, % at 5.9 µM; actives 0.38% (n = 320,000); AID 2177;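 active means inhibition above the screen-wide mean plus 3 SD, limit set per campaign, cut at about 26% in these data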;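 further: 0% = LYPLA2 with DMSO and 100% = wells lacking LYPLA2 enzyme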
Target sequence (O95372 whole entry, looked up): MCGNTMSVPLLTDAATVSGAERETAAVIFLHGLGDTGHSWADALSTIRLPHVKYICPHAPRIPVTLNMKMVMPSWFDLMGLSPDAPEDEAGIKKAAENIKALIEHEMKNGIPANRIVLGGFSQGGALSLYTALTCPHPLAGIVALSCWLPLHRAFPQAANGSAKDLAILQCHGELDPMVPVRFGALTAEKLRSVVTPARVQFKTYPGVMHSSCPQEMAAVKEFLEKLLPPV
PAFAH1B3 FP inh: inhibitors of human PAFAH1B3. recombinant PAFAH1B3, FP-rhodamine probe, fluorescence polarization. AID 492972. actives 0.28% (n = 340,000). inhibition, % at 3.39 µM;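 active means inhibition above the screen-wide average of all tested compounds plus 3 SD, cut at about 25% in these data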;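 further: 0% = enzyme with DMSO only and 100% = wells lacking PAFAH1B3 protein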
GSTO1 counter: GSTO1 inhibition, counter-screen for RBBP9 inhibitors; inhibition, % at 5.96 µM; AID 1974; recombinant GSTO1, activity-based probe fluorescence polarization; actives 1.1% (n = 300,000);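 active means inhibition above the campaign mean inhibition plus 3 SD, cut at about 35% in these data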;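 further: 0% = GSTO1-1 with DMSO and 100% = wells lacking GSTO1-1 enzyme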
ZTA counter: counter-screen for EBNA-1 inhibitors: inhibitors of Epstein-Barr virus ZTA; AID 2234; inhibition, % at 11 µM; actives 0.15% (n = 320,000); ZTA-DNA binding, fluorescence polarization; P03206; in the data active means inhibition above about 33%
PAFAH2 FP inh: inhibitors of human PAFAH2. Q99487. recombinant PAFAH2, FP-rhodamine activity probe, fluorescence polarization. inhibition, % at 3.39 µM. actives 0.99% (n = 340,000);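 active means inhibition above the mean over all tested compounds plus 3 SD, cut at about 30% in these data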;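 further: inhibitors block probe labeling of enzyme so polarization drops; 0% = enzyme with DMSO and 100% = wells lacking PAFAH2 protein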
EBNA-1 inh: blocks EBNA-1 binding to DNA | EBNA-1 DNA binding, fluorescence polarization | inhibition, % at 14.8 µM | actives 0.34% (n = 300,000); in the data active means inhibition above about 28%
PAD4 inh: blocks human protein arginine deiminase 4; actives 0.41% (n = 330,000); inhibition, % at 6.36 µM; Q9UM07; recombinant PAD4, RCA probe fluorescence polarization;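 active means percent inhibition above a cutoff equal to the mean of all tested compounds plus 3 SD, cut at about 15% in these data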;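 further: 0% = PAD4 with RCA probe and DMSO and 100% = probe without PAD4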
Target sequence (Q9UM07 whole entry, looked up): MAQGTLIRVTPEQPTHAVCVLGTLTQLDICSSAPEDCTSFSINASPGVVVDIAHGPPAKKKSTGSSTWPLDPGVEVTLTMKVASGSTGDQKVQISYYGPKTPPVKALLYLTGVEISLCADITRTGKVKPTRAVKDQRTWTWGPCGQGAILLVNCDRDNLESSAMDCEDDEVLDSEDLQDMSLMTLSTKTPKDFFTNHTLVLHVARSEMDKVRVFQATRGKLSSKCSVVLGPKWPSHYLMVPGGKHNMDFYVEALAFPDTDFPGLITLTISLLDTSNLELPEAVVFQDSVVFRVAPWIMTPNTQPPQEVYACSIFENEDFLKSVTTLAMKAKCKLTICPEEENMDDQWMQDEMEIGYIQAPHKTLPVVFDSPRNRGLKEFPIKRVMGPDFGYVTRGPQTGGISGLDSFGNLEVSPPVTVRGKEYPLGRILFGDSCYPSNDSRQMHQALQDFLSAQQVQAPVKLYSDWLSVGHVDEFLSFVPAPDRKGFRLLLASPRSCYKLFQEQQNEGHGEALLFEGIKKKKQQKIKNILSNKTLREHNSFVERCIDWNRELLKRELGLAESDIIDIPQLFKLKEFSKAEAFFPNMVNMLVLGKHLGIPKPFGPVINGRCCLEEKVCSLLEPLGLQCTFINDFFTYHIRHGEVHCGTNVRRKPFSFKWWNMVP
LYPLA1 inh: blocks human lysophospholipase 1, a PME1 counter-screen; inhibition, % at 5.9 µM; O75608; recombinant LYPLA1, FP-Rh probe fluorescence polarization; AID 2174; actives 0.16% (n = 320,000);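 active means inhibition above the mean of all tested compounds plus 3 SD, set per campaign, cut at about 14% in these data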;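 further: inhibitors block serine hydrolase probe labeling of LYPLA1 so polarization falls; 0% = enzyme with DMSO and 100% = wells lacking LYPLA1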
Starred values were filed as active, the others as inactive; . = not tested or not shown. Not all compounds are listed (hit frequency here may not be typical).

nr	structure	PREPL inhibitor	LYPLA2 inh	PAFAH1B3 FP inh	GSTO1 counter	ZTA counter	PAFAH2 FP inh	EBNA-1 inh	PAD4 inh	LYPLA1 inh
1	CCN(CC)c1ccc(NC(=O)CSc2nnc(N)s2)cc1C	-3	-4	3	19	2	0	0	1	1
2	O=C(c1cccs1)N1CCN(Cc2ccccc2)CC1	10	-3	6	5	-8	3	0	-3	-1
3	Cc1ccc(-c2cn3cccnc3n2)cc1NC(=O)c1cccs1	3	-4	10	-5	-10	4	-1	-3	-1
4	COc1cc(OC)c(C(=O)Nc2ccc(N(C)C)cc2)cc1OC	18	1	9	6	4	-2	-4	-1	-2
5	CCOc1ccccc1N1CN(Cc2ccccc2)CNC1=S	14	1	.	13	6	.	0	2	1
6	Nc1n[nH]c(N)c1N=Nc1cccc(C(F)(F)F)c1	5	3	0	-5	2	-3	4	1	5
7	CC1CCN(C(=O)C(C)c2ccc([N+](=O)[O-])cc2)CC1 (stereo not drawn)	0	3	8	-2	-11	0	-1	5	1
8	Cc1cc(Cl)ccc1NC(=O)CN(C)C1=NS(=O)(=O)c2ccccc21	7	2	6	.	10	2	.	-1	-4
9	O=C(CN1CCC(NC(=O)c2ccco2)CC1)Nc1cccc2ccccc12	-3	2	9	4	9	1	8	-4	-2
10	CCCOP(=O)(OCCC)C(Nc1ccc(C(C)C)cc1)c1ccc([N+](=O)[O-])cc1 (stereo not drawn)	8	-10	-8	-2	8	7	-5	6	-3
11	O=C(Nc1ccccc1-c1nnn(CC(=O)N2CCCc3ccccc32)n1)c1ccc(Cl)cc1	-2	3	-2	8	8	-4	5	-1	5
12	O=C(CCn1c(=O)oc2ccccc21)NCCCN1CCOCC1	2	-2	-4	-2	8	-4	6	5	-5
13	O=C(O)c1ccccc1C(=O)NCCc1c(C(=O)O)[nH]c2ccc(F)cc12	-11	6	-4	1	-16	1	-2	-10	0
14	CC(COc1cccc2ccccc12)CN1CCN(C)CC1 (stereo not drawn)	8	4	12	-2	-18	2	2	-7	5
15	Fc1ccccc1N1CCN(c2cnc3ccccc3n2)CC1	25	-6	4	3	10	-4	5	2	3
16	Brc1ccc(-c2noc(CCc3ccccc3)n2)o1	-2	1	10	1	10	-6	1	-2	-1
17	O=[N+]([O-])c1ccc2c(c1)nc(CO)n2Cc1ccccc1	-5	-5	4	1	-11	-2	-13	-3	-2
18	Cc1ccc(CNS(=O)(=O)CCNC(=O)c2ccc3c(c2)OCO3)cc1	-10	-6	4	10	-5	1	5	0	-2
19	c1ccc(-c2nc(-c3nccc4ccccc34)oc2-c2ccccc2)cc1	4	-15	1	-2	-18	-4	1	5	-6
20	CC1CCCC(C)N1/N=C/c1ccc(O)cc1 (stereo not drawn)	3	5	14	-3	9	-3	-5	-4	-1
21	O=C(NC(NC(=O)c1c(F)cccc1F)c1ccc([N+](=O)[O-])cc1)c1c(F)cccc1F	5	-4	10	0	6	7	3	-4	3
22	Cc1nn(CCCC(=O)NCc2ccc(F)cc2)c(C)c1[N+](=O)[O-]	-15	-5	2	-1	-2	-3	-4	-6	0
23	COc1cc(/C=C/C(=O)O)cc2c1OCCO2	0	2	6	8	5	10	5	-1	3
24	CCOC(=O)CN1Cc2cccc(C(=O)O)c2C1=O	-4	3	5	1	4	0	5	-1	3
25	CN1C(=O)/C(=C\c2ccccc2OCc2ccccc2)SC1=S	-9	0	-3	-10	8	-2	-7	1	0
26	O=C(Nn1cnnc1)c1ccc(Cl)cc1[N+](=O)[O-]	3	-4	7	5	-9	0	1	-5	-4
27	COCCn1c(Cc2ccccc2)nnc1SCC(=O)N(C)C	-1	5	5	1	5	-1	7	-2	-1
28	CC(C)OC(=O)CSc1nnc(-c2ccc(Cl)cc2)n1N	19	6	4	-3	-5	-4	9	2	2
29	C[C@H](CO)N1C[C@H](C)[C@H](CN(C)S(C)(=O)=O)Oc2c(cccc2N(C)C)C1=O	10	.	6	.	.	1	.	6	.
30	CCC1CCCCN1Cc1ccc(CNC(=O)CCc2nnc3ccc(N4CCCCC4)nn23)o1 (stereo not drawn)	6	-1	6	-4	-8	1	-16	-3	3
31	Oc1c(C(c2ccccc2)N2CCCCC2)sc2ncnn12 (stereo not drawn)	1	-1	2	1	8	6	1	0	-3
32	CCc1nnc(NC(=O)c2ccc(S(=O)(=O)N3CCCCCC3)cc2)s1	11	4	0	-9	9	0	-2	0	3
33	CC1(C)CC(=O)C(CC2C(=O)CC(C)(C)CC2=O)C(=O)C1	0	7	4	1	11	0	7	5	1
34	Cc1ccc(O)c(C(=O)c2cnc3c(c2)COc2ccc(C)cc2-3)c1	-5	-7	-6	-3	6	-6	0	1	-5
35	COc1ccc2nc(NC(=O)CN3CCOCC3)sc2c1	-8	0	-3	-9	5	-1	2	4	1
36	CC(C)(C)c1cc(-n2ccnc2)n2ncc(-c3ccc(Cl)cc3)c2n1	2	5	11	0	2	-3	8	4	1
37	Cc1c(Cc2ccccc2)c(=O)oc2cc(OCC(=O)N3CCC(C(=O)O)CC3)ccc12	4	3	6	-7	14	10	0	-2	-3
38	CCO[C@H]1OC(C(=O)N2CCOCC2)=C[C@@H](C2CC2)[C@@H]1CCCO	0	-5	10	0	-2	-2	-2	-5	-4
39	Cc1ccc2nc(NC(=O)C3CCN(S(=O)(=O)c4ccc5c(c4)oc(=O)n5C)CC3)sc2c1	17	9	-4	6	-17	-3	4	0	3
40	Cn1nc(C(=O)Nc2ccc(Br)cc2)cc1C(=O)Nc1ccc(Br)cc1	3	1	4	2	-8	-1	-1	1	5
41	CCCCCN(C(=O)CCC(=O)OCC(=O)NC1CCC(C)CC1)c1c(N)n(CCCC)c(=O)[nH]c1=O (stereo not drawn)	4	8	2	-13	1	5	-9	-2	6
42	CCCCNC(=O)NC1C(NC(=O)NCCCC)N(C)C(=O)N1C (stereo not drawn)	2	1	7	7	14	5	0	-3	-1
43	O=c1c(-c2ccc(Br)cc2)coc2c(CN3CCOCC3)c(O)ccc12	3	2	2	7	1	6	4	-1	-3
44	CCN1CCCC1CNS(=O)(=O)c1ccc(Br)cc1 (stereo not drawn)	-76	-5	5	-1	5	9	0	-2	2
45	O=C(Cn1c(=O)n(-c2cccc(C(F)(F)F)c2)c(=O)c2sccc21)NCC1CCCO1 (stereo not drawn)	1	-6	3	6	6	-8	0	4	-2
46	Cc1cccc2nc(CNC(=O)CC3C(=O)NCCN3Cc3cccc(F)c3)cn12 (stereo not drawn)	11	2	4	0	4	-8	-10	-2	2
47	CCOC(=O)C(C(=O)NCC1CCCO1)C1CCCCC1 (stereo not drawn)	3	3	-2	8	-8	2	-2	-8	2
48	COc1ccc(C(=O)Cn2c(C)nc([N+](=O)[O-])c2Br)cc1	-1	5	1	-6	-1	-2	-1	2	0
49	CC1CN(S(=O)(=O)c2ccc(C(=O)Nc3nnc(-c4ccco4)o3)cc2)CC(C)O1 (stereo not drawn)	26	7	6	-1	-9	-2	14	-2	0
50	COc1ccc(C(=O)Nc2ccc(NC(=O)c3ccccc3)cc2)cc1S(=O)(=O)N1CCOCC1	-6	2	-3	-2	-15	-7	-3	-1	1
51	CN=C1S/C(=C\c2ccc(N3CCCC3)c(F)c2)C(=O)N1C	24	5	7	5	-5	-2	10	1	2
52	c1ccc(-c2[nH]ncc2CN2CCc3ccccc3C2)cc1	-2	-3	-3	-7	7	-5	7	0	-1
53	COc1ccc(OC)c(NC(=O)CSc2nnc(CNc3ccc(C)cc3C)o2)c1	15	8	11	12	-17	4	-7	3	0
54	O=C(c1ccc(OC2CCN(CCCc3ccccc3)CC2)cc1)N1CCCC1	1	21	5	5	-4	0	8	-4	-2
55	COc1cccc2cc(C(=O)N3CCCCCCC3)c(=O)oc12	5	0	5	0	-25	2	-3	-3	1
56	CC(C)CCNC(=O)C1CCC(=O)N1CCc1ccccc1 (stereo not drawn)	-7	2	-5	-5	-9	-3	4	4	5
57	Nc1cc(-c2nn[nH]n2)ccc1F	12	6	16	14	-19	3	0	-2	1
58	Cc1occc1C(=O)N=Nc1c(O)[nH]c2ccc(Br)cc12	7	1	.	6	-5	.	1	6	2
59	O=C(CCCOc1ccc(Cl)cc1Cl)NCC1CCCO1 (stereo not drawn)	16	5	-3	7	-9	-26	-9	-6	7
60	CCN(CC)C(=O)CSc1nc2sc3c(c2c(=O)n1CCCOC)CCC3	4	-1	3	1	-7	-4	-3	6	4

Remaining list, next part.
nr	structure	PREPL inhibitor	LYPLA2 inh	PAFAH1B3 FP inh	GSTO1 counter	ZTA counter	PAFAH2 FP inh	EBNA-1 inh	PAD4 inh	LYPLA1 inh
61	COc1ccc(OCCCN2CCc3ccccc3C2)cc1	-1	1	1	4	12	11	7	0	5
62	Cc1nc2cc(C(=O)OCC(=O)NC34CC5CC(CC(C5)C3)C4)ccc2n1-c1ccccc1	0	3	7	3	-12	83*	-2	-1	-3
63	Cc1ccc(NC(=O)C2CCCCC2)cc1C	3	2	7	-4	-5	-3	-3	1	-2
64	CCOc1ccc(OCC)c(NC(=O)CSc2nnc(Cn3cnc4ccccc43)n2C)c1	18	3	4	4	-9	-1	-2	3	3
65	COc1ccc(-n2c(C)c(C(C)=O)c3cc(OCC(N)=O)ccc32)cc1	12	4	3	-5	-13	-1	-1	-4	-1
66	CC(C1CC1)N(Cc1ccccc1)C(=O)NC(=O)c1ccc(F)cc1 (stereo not drawn)	7	0	8	7	1	-4	-6	-1	3
67	CCc1cc2c(SCC#N)ncnc2s1	-11	1	0	-6	5	3	-3	-1	-1
68	Cc1ccc(C(=O)N(C)CC(=O)Nc2ccc(Cl)c(C(F)(F)F)c2)cc1S(=O)(=O)N1CCCCC1	11	-11	-3	.	-8	7	.	0	-14
69	CCc1nc(SCC(=O)Nc2ccnc3ccccc23)n[nH]1	8	1	0	-2	-5	-3	6	0	-1
70	CC(=O)N(Cc1cccc(Br)c1)c1ccc(N2CCOCC2)c(Cl)c1	-1	8	13	8	-5	6	-6	-1	1
71	C=CCOc1ccc(C2C(C(=O)c3cccs3)=C(O)C(=O)N2c2nnc(C)s2)cc1 (stereo not drawn)	-1	0	5	-13	9	-1	6	-19	-5
72	CC(=O)c1ccc(OCc2cc(C(=O)N3CCCCC3c3cccnc3)no2)cc1 (stereo not drawn)	8	10	3	-1	-3	0	-9	2	2
73	COc1ccc(C(=O)CCC(=O)N2CCN(c3ccc(C)cc3)C(C)C2)cc1 (stereo not drawn)	18	10	10	-1	-2	2	-6	-2	3
74	COc1ccc(CC(=O)OCC(=O)Nc2ccc(Cl)c(S(=O)(=O)N(C)C)c2)cc1	-6	5	11	2	2	18	15	0	-4
75	CCOc1ccccc1CNCc1ccc(F)cc1	8	4	-2	11	-8	0	9	1	3
76	O=C(Nc1cc(S(=O)(=O)N2CCOCC2)ccc1O)c1ccc(NS(=O)(=O)c2ccc(Cl)s2)cc1	4	-8	-4	-8	1	2	8	-4	-1
77	CCn1cc2nc(SCC(=O)Nc3ccc(OC)c(OC)c3)n(Cc3ccc(OC)cc3)c(=O)c2n1	-1	8	13	0	4	1	-2	0	2
78	CCOC(=O)c1cnn(-c2cc(C)nc3c(-c4ccccc4)cnn23)c1N	4	3	14	6	7	-1	4	-4	2
79	c1ccc(-c2cccs2)nc1	9	-3	7	7	1	4	8	0	0
80	COc1cccc(/C=C/C(=O)OCC(=O)NC(=O)NC2CCCCC2)c1	2	4	0	6	-2	22	2	1	3

Single entries from above.
CC(=O)N(Cc1cccc(Br)c1)c1ccc(N2CCOCC2)c(Cl)c1 in PAD4 inh shows -1
c1ccc(-c2cccs2)nc1 in PAFAH2 FP inh shows 4

Screening data deposited in PubChem by The Scripps Research Institute Molecular Screening Center.
